# HCV inhibitor: blocks hepatitis C virus | Potency, µM (titrated, usually from 41.8 µM), inactives show at the top dose activity change, negative = inhibition, hits mostly inhibitors | 340,000 compounds, 3.4% hits | Huh7.5.1 HCVcc-Cre infection, luciferase reporter, 44 h
#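 Infectious HCVcc-Cre (~0.5 moi) was added to cells just after compound, with cells seeded 4 h earlier at 1,000 per well. Luciferase activity after 44 h culture reported infection; substrate was incubated 15 min at room temperature before reading.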
# TbPYK inhibitor: inhibitors of Trypanosoma brucei pyruvate kinase | Q57TT1 | TbPYK enzyme, Kinase-Glo Plus ATP luminescence, 45 min | Potency, µM (series often up to 76.8 µM), without a hit: at the highest dose activity, negative = inhibition, actives largely listed as inhibitors | 410,000 compounds, 0.12% hits | AID 624173; note: nearly all actives have a fitted effect of over 50% in size
#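 TbPYK + substrate in 50 mM TEA pH 7.2, 100 mM KCl, 10 mM MgCl2, 0.05% BSA, 0.01% Tween-20; cpd pinned; ADP 130 uM final; 45 min RT; Kinase-Glo Plus 10 min; luminescence endpoint.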
# * hit, by the source's call; u = inconclusive; & = joins results of further samples; [ ] = another dose, or the depositor's remark. Calls come from the whole dose curve; as a rule, active = well fitted curve in the direction sought with a large enough effect; inconclusive = small, poorly fitted or top-dose-only effect, or another doubt; inactive = no such curve, though single readings can be large; an effect the other way counts as inactive or inconclusive. % is set by controls: 0 for no effect and ±100 for the full control effect; potency is the fitted concentration of half-maximal effect. The list is partial; count on the stated rates, not on these rows.
SMILES,HCV inhibitor,TbPYK inhibitor
COc1ccc(-c2cc3cc(F)ccc3cn2)cc1,u,1.8%
C[C@H](CO)N1C[C@H](C)[C@@H](CN(C)C(=O)Nc2ccccc2)Oc2ccc(NS(=O)(=O)c3ccccc3)cc2C1=O,-2.7%,-7.6%
Cc1cc(NC(=O)c2cccc(Br)c2)no1,9.2%,-9.4%
Cc1ccc(S(=O)(=O)NCC(=O)OCCOc2ccccc2F)cc1,3.3%,0.0%
CN(CCc1ccccc1)C(=O)c1ccc(NC(=O)Cc2ccc(NC(=O)C3CCN(S(=O)(=O)c4cccc([N+](=O)[O-])c4)CC3)cc2)cc1,u,-3.9%
CN(C)S(=O)(=O)c1ccc(N2CCCC2)c(C(=O)N2CCN(S(=O)(=O)c3ccc(F)c(F)c3)CC2)c1,-4.2%,-1.9%
COc1ccc(NS(=O)(=O)c2ccc(NC(C)=O)cc2)nn1,-3.3%,-9.1%
CCc1ccc(CNCCNC(=O)c2ccco2)cc1,4.2%,-11.0%
Cc1ccccc1N1CCN(c2ccccc2NC(=O)/C=C\C(=O)O)CC1,7.3%,-8.8%
COc1ccc2c(COC(=O)[C@H](C)NS(=O)(=O)c3ccccc3F)cc(=O)oc2c1,-5.8%,-0.5%
F[B-](F)(F)COc1ccccc1,-53.5%,-4.8%
OC(c1ccc2ccccc2n1)c1c(Cl)cccc1Cl (stereo unspecified),15.3%,1.7%
COc1ccc(S(=O)(=O)N(C)C[C@H]2Oc3ccc(NC(=O)Cc4cn(C)c5ccccc45)cc3C(=O)N([C@@H](C)CO)C[C@@H]2C)cc1,-19.5%,-4.2%
C#Cc1ccc([C@H]2C=C(C(=O)NCc3ccccc3)O[C@@H](OCc3ccc(CO)cc3)C2)cc1,-17.4%,0.0%
Cc1ccccc1-c1ccc2n1Cc1cnnn1-c1ccccc1-2,12.9%,1.5%

# The list goes on; it opens with the four that closed the last part.
SMILES,HCV inhibitor,TbPYK inhibitor
OC(c1ccc2ccccc2n1)c1c(Cl)cccc1Cl (stereo unspecified),15.3%,1.7%
COc1ccc(S(=O)(=O)N(C)C[C@H]2Oc3ccc(NC(=O)Cc4cn(C)c5ccccc45)cc3C(=O)N([C@@H](C)CO)C[C@@H]2C)cc1,-19.5%,-4.2%
C#Cc1ccc([C@H]2C=C(C(=O)NCc3ccccc3)O[C@@H](OCc3ccc(CO)cc3)C2)cc1,-17.4%,0.0%
Cc1ccccc1-c1ccc2n1Cc1cnnn1-c1ccccc1-2,12.9%,1.5%
COc1cc(/C=C/CO)ccc1O[C@@H]1O[C@H](CO)[C@@H](O)[C@H](O)[C@H]1O,-12.2%,3.3%
Clc1cccc2sc(N3CCOCC3)nc12,-7.9%,-5.4%
CN(C1CCCCC1)S(=O)(=O)c1ccc(SCC(=O)C(C)(C)C)nc1,u,3.1%
CCC(CO)Oc1cc(NC(=O)c2cccc(OC)c2)c2ncn(C(C)C)c2c1 (stereo unspecified),u,1.2%
O=C1c2ccccc2C(=O)N1N(c1ccccc1)c1ccccc1,21.2%,-4.0%
S=c1sscc1-c1ccccc1,-4.9%,-4.2%
COc1ccc(CCC(=O)Nc2ccc(N3CCOCC3)c(S(=O)(=O)Nc3ccc(OC)cc3)c2)cc1,u,3.4%
Clc1ccccc1N=Nc1ccccn1,-10.9%,-3.3%
CN(C(=O)C=Cc1ccco1)c1ccccc1,2.0%,-3.4%
O=C1N[C@H](Cc2ccccc2)C(=O)N[C@H]1Cc1cn(S(=O)(=O)c2ccccc2)c2ccccc12,8.5%,-3.1%
CS(=O)(=O)c1ccc(Cl)c(NC(=O)CCN2C(=O)NC3(CCCC3)C2=O)c1,0.2%,-22.4%
Cc1cc(C(=O)OCC(=O)NCc2cccs2)ccc1[N+](=O)[O-],-5.9%,-5.1%
N#CC(c1ccc([N+](=O)[O-])cc1)C(CC(=O)c1ccccc1)c1ccccc1 (stereo unspecified),u,-3.1%
Cc1onc(-c2ccccc2Cl)c1C(=O)N(Cc1ccc(N(C)C)cc1)C(C)C,u,5.4%
COc1ccc2[nH]c3c(c2c1)CCN1C(=O)C(CC(=O)NCc2ccco2)C[C@H](C(=O)N2CCCCC2)[C@@]31C (stereo partly specified),-16.6%,-3.7%
CCOc1ccccc1N1CC(C(=O)NCCC2=CCCCC2)CC1=O (stereo unspecified),u,-2.9%
C=C1/C=C(\C)C(C)(O)CC(O)CC(=O)C(O)C(O)C(C)CC(C)OC(=O)/C(C)=C/CC/C=C/C(OC)C(O)CC(C)C1 (stereo unspecified),-17.0%,0.0%
O=C1C(Cc2ccccc2)Nc2ncnc(N3CCOCC3)c2N1Cc1ccccc1 (stereo unspecified),-5.9%,-6.9%&-3.2%
O=c1oc(=O)c2ccccc2c2ccccc12,12.6%,-5.6%
CC(C)C[C@@H](CN)NC(=O)c1nc[nH]c1C(=O)N[C@@H](Cc1ccccc1)C(=O)CNC[C@H](C)NC(=O)c1nc[nH]c1C(=O)N[C@@H](CC(=O)O)C(=O)O,-9.8%,0.6%
COc1ccccc1Nc1cc2cc(Br)ccc2c(=O)[nH]1,-1.8%,4.1%
O=C(Cn1cnc2c(oc3ccccc32)c1=O)NCCc1ccccc1,-0.1%,1.3%
Cn1c(=O)n(Cc2ccccc2)c(=O)c2c1nc1n2CCCN1C1CCCCC1,4.9%,-3.0%
COc1ccc(NC(=O)COC(=O)CCc2ccc(S(=O)(=O)N3CCOCC3)cc2)cc1Cl,5.3%,2.4%
CS(=O)(=O)c1ccc2nc(NC(=O)C3CC3)sc2c1,-2.0%,-2.9%
CCCC1(CCC)NC(=O)N(CC(=O)Nc2ccc3c(c2)OCCO3)C1=O,-0.8%,-5.2%
CC1CC(C)CN(C(=O)COC(=O)c2cc3ccccc3oc2=O)C1 (stereo unspecified),13.8%,-2.6%
Cc1ccc2c(Cl)c(Cc3ccccc3)c(=S)[nH]c2n1,-21.8%,-17.7%
Cc1ccc(C2=CSC3=NCCN23)cc1,-4.8%,0.2%
CC(=O)OC(C)(C)/C=C/C(=O)[C@](C)(O)C1[C@H](O)C[C@@]2(C)C3CC=C4C(C=C(O[C@@H]5O[C@H](CO)[C@@H](O)[C@H](O)[C@H]5O)C(=O)C4(C)C)[C@]3(C)C(=O)C[C@]12C (stereo partly specified),-47.6%[8.37 µM],-11.7%

# Whole records from above. Order of values: HCV inhibitor, TbPYK inhibitor
# `CC1CC(C)CN(C(=O)COC(=O)c2cc3ccccc3oc2=O)C1` (stereo unspecified) is entered as 13.8%, -2.6%
# `CC(C)C[C@@H](CN)NC(=O)c1nc[nH]c1C(=O)N[C@@H](Cc1ccccc1)C(=O)CNC[C@H](C)NC(=O)c1nc[nH]c1C(=O)N[C@@H](CC(=O)O)C(=O)O` is entered as -9.8%, 0.6%

# Other structures
SMILES,HCV inhibitor,TbPYK inhibitor
CC(=O)Oc1ccc(C2=Cc3ccc(OC(C)=O)cc3OC2C)cc1 (stereo unspecified),u,-3.7%
CC(C)C[C@@H](CN1CCCC1CN1C(=S)NC[C@@H]1Cc1ccc(O)cc1)N1C[C@H](Cc2ccccc2)N(CCc2ccccc2)C1=S (stereo partly specified),u,-3.9%
COc1ccc2[nH]c3c(c2c1)CCN1C(=O)C(CC(=O)NCc2cccc(C(F)(F)F)c2)C[C@H](C(=O)N(C(C)C)C(C)C)[C@@]31C (stereo partly specified),-11.9%,-1.6%
Cc1cc(C(=O)C(C(c2ccccc2)N2CCOCC2)N2CCOCC2)ccc1Cl (stereo unspecified),14.2%,-11.9%
C=CC[C@H](CC(=O)N(CCO)Cc1ccccc1)C(=O)NC[C@H](OC(=O)[C@@H](CC=C)Cc1ccc(F)cc1)c1ccccc1,u,-4.5%
Cc1cc(C)n2nc(SCC(=O)N3CCC(C)CC3)nc2n1,-1.0%,-14.9%
O=S(=O)(NCc1ccccc1)c1ccccc1NCc1ccc(Cl)cc1,u,6.6%
C=CC[C@@H](CC(=O)OC(C)(C)C)C(=O)OC[C@@H]1CCCN1C(=O)[C@@H](CC=C)CC(=O)N[C@H](CO)Cc1ccccc1,u,-3.3%
Cc1ccccc1-n1nnnc1SCC(=O)NC1CC1,-12.3%,-4.9%
Cc1ccccc1C(=O)N1CCC2CC1c1cc(Cl)ccc12 (stereo unspecified),9.7%,-4.4%
O=C(NCCc1ccccc1)c1cccc(NC(=O)C2CCCCC2)c1,u,0.5%
COc1ccc(N)c(C)c1,20.2%,-4.2%
C[C@@H]1CN(S(=O)C(C)(C)C)[C@H](CCO)/C1=C\c1ccccc1 (stereo partly specified),-2.4%[8.37 µM],3.3%
Nc1ccccc1C(=O)NC(=O)Nc1ccc(Oc2ncc(Br)cn2)c(Cl)c1,-9.2%,0.5%
N#CC1(CCCN2CCCCC2)c2ccccc2CCc2ccccc21,-27.0%,2.6%
CCCn1c(C)cc(/C=C(\C#N)C(=O)OCC(=O)N(CC)c2c(N)n(Cc3ccccc3)c(=O)[nH]c2=O)c1C,u,-1.9%
COc1ccc(S(=O)(=O)Nc2cccc3c2O[C@H](CN(C)C)[C@@H](C)CN([C@H](C)CO)C3=O)cc1,21.6%,1.0%
CCOC(=O)C1=C(C)NC(C)=C(C(=O)OCC)C1c1nc2ccccc2[nH]1,22.7%,-0.2%
COc1cccc(C(=O)Nc2cccc(-c3nnc(-c4ccccc4)o3)c2)c1,u,-8.1%
Cc1cc(Cl)ccc1OC(C)C(=O)OCC(=O)c1ccc[nH]1 (stereo unspecified),9.0%,1.3%
O=C(Nc1ccccc1Cl)NN1CCCCCC1,1.2%,2.2%
O=c1c2ccccc2oc2cc(-c3ccc4cc[nH]c4c3)ccc12,0.5%,4.9%
O=C(CCC(=O)N1CCN(c2ccccn2)CC1)c1cccs1,-18.2%,0.9%
O=C(Nc1ccc([N+](=O)[O-])cc1NC(=O)c1ccccc1)c1ccccc1,-10.0%,12.4%
CCN(CC)C(=O)[C@H]1C[C@H](CC(=O)NCc2cccc(C(F)(F)F)c2)C(=O)N2CCc3c([nH]c4ccc(Cl)cc34)[C@]12C,u,2.7%
NC(=O)C1CCN(c2oc(-c3cccs3)nc2S(=O)(=O)c2ccc(Br)cc2)CC1,-1.5%,-2.9%
Cc1cccc(C)c1NC(=O)CSc1ncnc2[nH]ncc12,0.5%,-8.2%
C=CC[C@H](CC(=O)NCCO)C(=O)N[C@@H](C)COC(=O)[C@@H](CC=C)CC(=O)OC(C)(C)C,12.8%,3.4%
CCOC(=O)C[C@H]1c2ccc(C(F)(F)F)cc2S(=O)(=O)N1c1ccccc1,-10.1%,-0.8%
COc1cc2c(cc1OC)C1CCN3C(=O)CCC3N1CC2 (stereo unspecified),3.3%,-17.1%

# The closing 4 compounds of the part above lead into the next:
SMILES,HCV inhibitor,TbPYK inhibitor
Cc1cccc(C)c1NC(=O)CSc1ncnc2[nH]ncc12,0.5%,-8.2%
C=CC[C@H](CC(=O)NCCO)C(=O)N[C@@H](C)COC(=O)[C@@H](CC=C)CC(=O)OC(C)(C)C,12.8%,3.4%
CCOC(=O)C[C@H]1c2ccc(C(F)(F)F)cc2S(=O)(=O)N1c1ccccc1,-10.1%,-0.8%
COc1cc2c(cc1OC)C1CCN3C(=O)CCC3N1CC2 (stereo unspecified),3.3%,-17.1%
Cc1ccccc1NC(=O)Cc1nc(COC(=O)c2ccc(NC(N)=O)cc2)cs1,u,7.4%
O=C(COC(=O)COc1cccc(Br)c1)NCc1ccc2c(c1)OCO2,13.1%,4.6%
CCOc1ncccc1C(=O)Nc1ccc2c(c1)OCCO2,-22.9%,-4.8%
O=C(NC1CCCCC1)c1ccc(-c2ccccc2F)o1,0.708µM*,-12.5%
COc1ccc(N2CCN(C(=O)C(Cc3ccccc3)NC(=O)c3ccccc3)CC2)cc1 (stereo unspecified),-22.1%,-9.1%
Cc1ccccc1CN(c1ccc(C(=O)N2CCN(C)CC2)cc1)S(C)(=O)=O,13.6%,-2.9%
O=C(Nc1cccc(S(=O)(=O)N2CCCCC2)c1)[C@@H]1CCCN1S(=O)(=O)c1ccccc1C(F)(F)F,14.1µM*,1.0%
CC(C)NC1CCC(Nc2ccnc3cc(Cl)ccc23)CC1 (stereo unspecified),2.82µM*,1.2%
Cc1cc(NC(=O)NCc2ccco2)ccc1NC(=O)NCc1ccco1,-22.0%,4.1%
COCC(=O)N1CCC2CC1c1c(-c3ccc(C(F)(F)F)cc3)cccc12 (stereo unspecified),u,4.8%
CC(C)(C)OC(=O)C[C@@H]1C/C=C\C[C@@H](CC(=O)N[C@H](CO)Cc2ccccc2)C(=O)N2CCC[C@H]2COC1=O,7.7%,3.6%
Oc1ccc(C=NNC(=S)Nc2ccc(F)cc2)c(O)c1,u,-4.7%
O=C(O)c1cccc2cccc(-c3c4ccc(=O)c(O)c-4oc4c(O)c(O)ccc34)c12,36.3%[activator],u
O=C(NCc1ccccn1)C1CCCN(S(=O)(=O)c2cc(Cl)ccc2Cl)C1 (stereo unspecified),u,-12.0%
O=C(N[C@H](CO)Cc1ccccc1)c1ccco1,-5.5%,2.1%
